Vif inh = HIV Vif self-association inhibitors, primary screen, imaging, HEK293T, single point | HEK293T cells, Vif self-association by quenched fluorescence, 24 h | inhibition, % at 7.49 µM | 340,000 compounds, 0.35% hits | AID 602346, 2012; in the data active = inhibition above about 50%, passing the limit was not always enough; also: some results filed as inactive read as strong as hits
Glyco luc inh = increase of ERlucT glycosylation luciferase signal, primary screen, N-linked glycosylation inhibitor project, D54 ERlucT cells, luminescence, set 2; 360,000 compounds, 0.23% hits; D54 ERlucT glycosylation luciferase reporter, 24 h; percent of 100 nM tunicamycin response; reporter increase, % at 12.5 µM;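 active = mean luciferase reporter signal, scaled so untreated is 0 and the glycosylation-blocking control 100, at or above a set limit in every replicate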;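 also: luciferase carries N-glycosylation sites so blocking glycosylation raises the light; 0% = median of neutral control wells and 100% = median of 100 nM tunicamycin wells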
ABCB6 inh MLPCN = ABCB6 transporter inhibitors, primary screen, K562-ABCB6 cells, flow cytometry, MLPCN library. 360,000 compounds, 0.19% hits. ATP-binding cassette sub-family B member 6 (Homo sapiens), Q9NP58. K562-ABCB6 porphyrin accumulation, 1 h; hits give low values. AID 602162, 2011. fluorescence ratio to DMSO, % at 10 µM;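 active = fluorescence ratio to DMSO below 75%, the collection mean minus 3 SD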;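 also: signal is porphyrin accumulated inside mitochondria; 100% equals median channel fluorescence of DMSO control wells; lower ratio means ABCB6 inhibition with less porphyrin fluorescence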
MC4R barr agon = MC4R agonists recruiting beta-arrestin, primary screen, cell-based, luminescence, agonist arm of biased-ligand search; U2OS MC4R beta-arrestin complementation; percent of melanotan II response, DMSO zero; activation, % at 8.9 µM; 360,000 compounds, 0.98% hits;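 active = activation above a per-plate cutoff, the mean activation of sample wells on that plate plus 3 SD, cut at about 8% in these data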
Target sequence (P32245 whole entry, looked up): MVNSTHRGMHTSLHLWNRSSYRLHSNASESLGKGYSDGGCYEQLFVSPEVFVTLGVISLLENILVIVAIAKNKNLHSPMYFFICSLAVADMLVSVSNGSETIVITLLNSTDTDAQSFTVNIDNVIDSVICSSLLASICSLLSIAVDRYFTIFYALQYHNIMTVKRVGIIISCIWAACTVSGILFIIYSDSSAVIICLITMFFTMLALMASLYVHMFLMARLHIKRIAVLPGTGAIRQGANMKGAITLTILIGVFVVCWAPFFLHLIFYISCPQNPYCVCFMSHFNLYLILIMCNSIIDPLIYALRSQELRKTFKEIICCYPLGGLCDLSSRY
aDG glyco act = activators of alpha-DG glycosylation, primary screen, uHTS, Pro5-aDG cells, AlphaScreen. activation, % at 10 µM. 360,000 compounds, 0.22% hits. alpha-DG glycosylation AlphaScreen (IIH6); 0% Pro5, 100% B10-LARGE cell signal;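 active = activation of at least 8% versus controls, or a plate z-score of at least 8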;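 also: Pro5 are CHO cells carrying HIG-tagged alpha-DG that lacks glycosylation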
TLR9-MyD88 inh = inhibitors of TLR9-MyD88 association in cells, primary screen, cell-based, CHO, BLA complementation, fluorescence; Toll-like receptor 9 (Homo sapiens) + Myeloid differentiation primary response protein …; CCF4 FRET ratio; inhibition, % at 4.98 µM; 340,000 compounds, 0.21% hits; AID 504734, 2011;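 active = inhibition above the mean over all tested compounds plus 3 SD, cut at about 21% in these data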;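 also: 0% = DMSO only wells and 100% = clavulanate BLA inhibitor control wells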
MC4R antag cAMP = MC4R antagonists of cAMP signaling, primary screen, cell-based, TR-FRET, antagonist arm of biased-ligand search | Melanocortin receptor 4 (Homo sapiens), P32245 | MC4R-expressing cells, MTII-stimulated cAMP, LANCE TR-FRET | inhibition, % at 6.5 µM | 360,000 compounds, 0.48% hits | AID 540295, 2011;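 active = inhibition above its plate's cutoff, the mean of tested wells on that plate plus 3 SD, cut at about 29% in these data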;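 also: 0% = Melanotan II alone and 100% = Melanotan II plus saturating MCL0020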
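System – human MC4R-expressing U2OS cells · Also added – Melanotan II · Dosing – one concentration, 6.5 µM nominal · Timing – 30-min compound, 1-h challenge, 1-h detection, room temperature · Measured by – Eu-cAMP/anti-cAMP TR-FRET, emission 671 nm · Replicates – singlicate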
Granule exo inh = LAMP-1 surface exposure blockers, TALL-104 cells – cell-based, flow cytometry, MLPCN library, primary screen; TALL-104 LAMP-1 surface exposure; cells stimulated with thapsigargin and PMA; inhibition, % at 10 µM; 360,000 compounds, 0.66% hits; AID 651702, 2012;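 active = inhibition above about 55%, limit read from the data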
NOD2-RIPK2 inh = NOD2-RIPK2 binding disruptors in cells, primary screen, fluorescence, CHO cells, BLA complementation. Receptor-interacting serine/threonine-protein kinase 2 (Homo sapiens), O43353. CCF4 ratio. 360,000 compounds, 0.38% hits. inhibition, % at 4.98 µM; in the data active = inhibition above about 21%;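 also: 0% = vehicle only and 100% = reference blocker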
Target sequence (O43353 whole entry, looked up): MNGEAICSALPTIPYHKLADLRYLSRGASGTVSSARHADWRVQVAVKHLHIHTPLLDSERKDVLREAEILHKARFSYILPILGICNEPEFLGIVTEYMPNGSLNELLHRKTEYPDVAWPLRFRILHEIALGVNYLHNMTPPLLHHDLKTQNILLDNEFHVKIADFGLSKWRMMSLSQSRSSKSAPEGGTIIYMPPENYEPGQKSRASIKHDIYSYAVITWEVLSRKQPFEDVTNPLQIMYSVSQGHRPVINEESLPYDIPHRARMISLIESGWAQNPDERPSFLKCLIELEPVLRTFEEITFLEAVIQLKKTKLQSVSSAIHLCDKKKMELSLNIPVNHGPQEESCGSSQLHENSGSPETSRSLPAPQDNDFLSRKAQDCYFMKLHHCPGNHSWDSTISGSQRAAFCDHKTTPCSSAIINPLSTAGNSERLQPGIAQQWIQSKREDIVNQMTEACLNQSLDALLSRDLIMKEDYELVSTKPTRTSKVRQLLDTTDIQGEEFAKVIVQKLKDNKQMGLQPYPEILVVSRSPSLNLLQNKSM
ABHD5 PLIN5 PPI = ABHD5-PLIN5 interaction inhibitors, primary screen, cell lysate, split luciferase complementation, luminescence; Split G. princeps luciferase complementation, 4 h; AID 602281, 2012; Perilipin-5 (Homo sapiens) + 1-acylglycerol-3-phosphate O-acyltransferase ABHD5 (Homo …; 360,000 compounds, 0.78% hits; inhibition, % at 4 µM;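 active = inhibition above the mean inhibition across every tested compound plus 3 SD, cut at about 22% in these data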;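 also: 0% = DMSO only wells and the 100% control is not disclosed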
An asterisk follows results filed as active; . = not tested or not shown.

SMILES	Vif inh	Glyco luc inh	ABCB6 inh MLPCN	MC4R barr agon	aDG glyco act	TLR9-MyD88 inh	MC4R antag cAMP	Granule exo inh	NOD2-RIPK2 inh	ABHD5 PLIN5 PPI
NNC(=O)CCN1CCN(C(c2ccccc2)c2ccccc2)CC1	15	-1	94	-0.1	-0.2	2	16	4	4	0
Cc1ccc(NC(=O)c2cccc(S(=O)(=O)N3CCCCC3)c2)cc1	-7	-3	96	0.7	2.2	0	8	21	4	-4
NC(=O)COC(=O)c1cc(=O)[nH]c2ccccc12	-2	-1	100	0.2	-0.1	7	-5	-3	0	-4
CC(C)(C)NC(=O)Cn1nnc(-c2ccc(OCc3c(F)cccc3Cl)cc2)n1	-2	-1	93	0.3	0.3	-13	5	24	-2	5
Cc1csc2nnc(N)n12	10	2	89	2.8	1.2	3	0	-2	2	-6
O=C(CCC(=O)N1CCN(S(=O)(=O)c2ccc(Cl)cc2)CC1)Nc1ccc(Cl)cc1Cl	-12	-3	99	0.3	0.3	-1	10	-16	0	-7
O=C(CSc1nnnn1-c1ccccc1)Nc1ccc(Cl)cn1	.	-1	105	3.6	0.0	5	6	-2	-12	7
C=CCNC(=O)C1CCN(c2ccc(S(=O)(=O)N3CCOCC3)cc2[N+](=O)[O-])CC1	-7	-2	96	-2.7	0.1	-1	8	-4	6	-5
C/C(CC(=O)Nc1ccc(Br)cc1)=N\NC(=O)Cc1csc(N)n1	-4	0	99	-1.6	-0.1	-5	-2	1	4	2
COc1ccc(NC(=O)CSc2nnc(C3CCCCC3)o2)c(OC)c1	.	1	418	0.3	-0.2	-6	3	1	9	-5
CC(C)(C)NC(=O)c1ccc2nsnc2c1	-7	2	96	-1.3	-0.2	-9	-3	-4	-18	-1
Cc1ccc([N+](=O)[O-])cc1Nc1nc(N2CCOCC2)nc(N2CCOCC2)n1	10	-2	101	-0.6	0.1	9	4	-2	4	-3
CCN(CC)S(=O)(=O)c1cc(C(=O)NC2=NCCS2)ccc1Cl	14	2	92	-1.1	-0.2	2	10	-2	3	-1
CC(C)(C)CC(=O)OCC(=O)Nc1cc(C(C)(C)C)nn1-c1ccccc1	-7	-2	98	0.8	0.0	2	-7	0	8	-5
CN(C)C(=O)COC(=O)/C=C/c1cn(-c2ccccc2)nc1-c1cccs1	-1	-2	86	-1.7	-0.1	5	-6	-1	-1	2
Nc1ccc(Oc2ccc3c(c2)C(=O)NC3=O)cc1	1	2	97	-1.4	0.0	8	-3	6	0	-3
N#Cc1cccc(NC(=O)CSc2cccc[n+]2[O-])c1	-3	-1	102	1.1	0.0	-2	12	7	1	-3
CCc1ccc(NC(=S)N(CCCN2CCN(C)CC2)Cc2cccs2)cc1	4	2	95	-1.4	0.2	-1	-3	3	-4	1
Cc1ccccc1Cn1nc(C)c(NC(=O)/C=C/c2cnn(C)c2)c1C	-2	0	106	1.3	0.0	3	-8	-5	-2	13
O=C1CC(c2c(F)cccc2Cl)C(n2cncn2)C(O)=C1C1NCCc2ccccc21 (stereo not given)	1	2	102	2.5	0.0	3	23	-1	-7	3
CN1CCSc2ccc(C(=O)NCc3ccccc3F)cc21	-5	-1	101	-1.6	-0.4	3	7	-12	-8	3
CCOC(=O)C(=O)N1CCC(C(=O)OCC)CC1	5	-1	93	1.2	-0.1	-6	3	15	-3	-2
Cc1ccc(OCCC(=O)OCC(=O)NC2CCS(=O)(=O)C2)cc1 (stereo not given)	0	2	100	-2.6	0.2	3	7	-3	4	3
COc1ccc(NC(=O)C2CCCN(S(=O)(=O)c3ccc4c(c3)oc(=O)n4C)C2)c(OC)c1 (stereo not given)	.	-2	99	-0.3	-0.2	5	6	-7	-1	8
O=S(=O)(c1ccc(Cl)nc1)N1CCc2ccccc21	-18	-3	97	-0.2	0.1	3	16	7	-5	3
CC(C)c1ccc(C(=O)NCCCN2CCN(CCCNC(=O)c3ccc(C(C)C)cc3)CC2)cc1	-3	-6	103	-2.8	3.5	-3	5	9	7	13
O=C(COC(=O)[C@@H]1CC(O)CN1S(=O)(=O)c1ccc2c(c1)OCCO2)Nc1ccccc1F (stereo not given in full)	-4	3	99	-0.3	-0.1	6	0	-3	2	-1
CC[C@@H]1C=C(C(=O)O)[C@H](c2ccc(C#N)cc2)N1S(=O)(=O)c1ccc(C)cc1	-3	1	101	-1.0	-0.2	-1	5	-14	-6	-6
CSc1ccccc1C(=O)Nc1cc(C)ccc1C	-7	0	102	-1.4	0.1	2	0	-8	-5	3
Cc1ccc(S(=O)(=O)n2oc(=O)c(C3CCCCC3)c2N)cc1	-2	-2	92	-1.8	0.2	0	4	-6	11	2
Cc1csc(NC(=O)c2ccc3c(c2)OCO3)n1	0	-6	96	0.6	0.1	1	7	-11	5	3
CCCCc1ccc(CC(=O)O)cc1	6	3	101	-1.4	-0.1	3	0	-2	-12	-8
CCN(CC)c1ncnc2c1cnn2C	2	3	96	-0.6	-0.1	2	3	-2	3	3
CN(c1ccccc1)c1ccc(/C=C(/CCC(=O)O)c2nc3ccccc3s2)cc1[N+](=O)[O-]	2	1	97	-1.8	0.0	5	-7	-4	-2	-2
COCCNC(=O)C1CCCN(Cc2ccccc2Cl)CC1 (stereo not given)	.	0	99	-0.6	-0.2	.	-9	-6	-10	3
Cc1ccccc1CS(=O)(=O)CC(O)CN1CCCC1=O (stereo not given)	-3	-1	95	-3.2	0.1	1	2	1	-7	-4
COc1cccc(N2CCN(C(=O)CN(c3ccc(C)cc3)S(=O)(=O)c3c(C)n[nH]c3C)CC2)c1	-4	-1	103	0.9	-0.2	-3	11	18	-8	4
CCOC(=O)C1=C(N)OC2=C(C(=O)CCC2)C1c1cccnc1 (stereo not given)	6	0	106	-1.2	-0.4	14	10	-10	-2	6
COC(=O)c1ccsc1NC(=O)c1ccccc1	1	-3	98	1.9	-0.1	7	1	-1	2	3
Cc1nn(-c2cccc(Cl)c2)nc1C(=O)Nc1cccc(C(=O)NC2CC2)c1	-15	-2	98	4.3	0.1	-7	5	-2	4	-1
CC(NC(=O)CSc1nnc(COc2ccccc2)o1)c1ccccc1 (stereo not given)	-11	-2	95	-0.4	-0.3	-2	6	1	-3	-5
CC(/C=C1\SC(=S)N(NS(=O)(=O)c2ccccc2)C1=O)=C\c1ccccc1	-6	1	98	4.9	-0.2	7	13	2	-3	-6
O=C(O)CCC(=O)OCC1CCCCC1	-3	2	104	-1.5	-0.1	10	4	0	-6	0
Nc1nnnn1/N=C/c1cccc(Oc2ccccc2)c1	2	2	96	0.8	0.0	-3	6	-3	-1	0
C=C(C)COc1ccc(-c2n[nH]c(C)c2-c2ccccc2OC)c(O)c1	8	-1	101	0.9	-0.1	3	4	0	-4	-5
Cn1cnc(S(=O)(=O)N2CCCCC2c2cc(C(=O)NCc3ccc(Cl)c(Cl)c3)no2)c1 (stereo not given)	6	1	84	-1.0	-0.1	.	2	-12	12	2
O=C(COC(=O)c1ccccc1OCc1ccccc1Cl)NCC1CCCO1 (stereo not given)	2	-1	94	0.4	0.2	1	5	7	7	-4
C=CCn1c(CSCc2ccccc2)nnc1SCC(=O)NCc1ccccc1	-5	0	90	-2.2	0.0	2	5	0	-3	-4
CCCCCn1c(CN2CCN(C)CC2)nc2c1c(=O)n(C)c(=O)n2C	2	-1	105	-1.2	0.5	4	-13	-3	8	-3
CSc1ccccc1C(=O)NC(C)c1ccc(-n2ccnc2)cc1 (stereo not given)	-5	2	92	-2.4	0.3	4	-5	5	-5	-3

The list continues:
SMILES	Vif inh	Glyco luc inh	ABCB6 inh MLPCN	MC4R barr agon	aDG glyco act	TLR9-MyD88 inh	MC4R antag cAMP	Granule exo inh	NOD2-RIPK2 inh	ABHD5 PLIN5 PPI
O=C(NCC(c1ccco1)N1CCN(c2ccccc2)CC1)C(=O)NC1CCCCC1 (stereo not given)	-5	2	98	1.0	-0.1	-6	3	0	0	-8
COC(=O)C1(C(=O)OC)NOC2C(=O)N(c3ccccc3)C(=O)C21 (stereo not given)	-1	1	101	0.8	-0.1	4	6	1	7	-2
Cc1ccc([C@@H]2C3COCC=C3C(C#N)=C(N)C2(C#N)C#N)o1 (stereo not given in full)	3	1	103	-0.9	0.3	3	20	2	4	0
O=C(NC1CCN(C(=O)Nc2cccc(F)c2)CC1)c1ccco1	12	-1	97	-1.4	0.0	9	5	0	-1	-2
O=C(Nc1ccccc1)c1ccc(=O)n(Cc2cccc(Cl)c2)c1	1	-2	101	3.1	1.1	-2	14	3	-1	14
Cc1cccc(-c2nc3ccccc3c(=O)n2N)c1	-4	-1	96	0.2	-0.1	13	9	-4	-13	11
O=C(Nc1nnc([C@H]2C[C@H](O)[C@@H](CO)O2)s1)Nc1cccc2c1CCCC2	.	1	99	-1.0	0.3	.	20	1	6	-1
O=C(Nc1cccc(F)c1)c1ccc(S(=O)(=O)N2CCOCC2)cc1	-13	1	99	0.6	0.1	-4	2	1	-2	2
Cc1ccc(NC(=O)CNC(=O)c2ccc(C)s2)nc1	8	3	101	-3.8	-0.2	-5	2	2	-8	-4
CC(C)c1nc(SCC(=O)c2ccc(F)cc2)c2ccccc2n1	-3	1	95	2.5	0.1	5	6	2	-13	-17

One compound at a time, from the list above. Order of screens: Vif inh, Glyco luc inh, ABCB6 inh MLPCN, MC4R barr agon, aDG glyco act, TLR9-MyD88 inh, MC4R antag cAMP, Granule exo inh, NOD2-RIPK2 inh, ABHD5 PLIN5 PPI
CC(C)c1nc(SCC(=O)c2ccc(F)cc2)c2ccccc2n1 is listed with -3, 1, 95, 2.5, 0.1, 5, 6, 2, -13, -17
COC(=O)C1(C(=O)OC)NOC2C(=O)N(c3ccccc3)C(=O)C21 (stereo not given) is listed with -1, 1, 101, 0.8, -0.1, 4, 6, 1, 7, -2

Additional entries follow.
SMILES	Vif inh	Glyco luc inh	ABCB6 inh MLPCN	MC4R barr agon	aDG glyco act	TLR9-MyD88 inh	MC4R antag cAMP	Granule exo inh	NOD2-RIPK2 inh	ABHD5 PLIN5 PPI
Cn1ccnc1C(O)c1ccco1 (stereo not given)	.	2	95	-1.7	0.0	-6	7	1	6	1
COc1ccc(OCC(=O)N/N=C\c2ccco2)cc1	-1	0	100	-1.5	-0.6	4	4	-2	7	-5
COc1cc(NC(=O)CSc2nc3cc(C)ccc3cc2C)c(C(=O)O)cc1OC	10	5	91	0.1	-0.1	10	2	-3	5	0
CCOC(=O)C(C)Sc1nc(N)c(NC(=O)c2ccc(OC)c(OC)c2)c(=O)[nH]1 (stereo not given)	19	0	97	0.0	-0.2	-4	2	-2	-4	5
CCCc1noc2c1C(c1cc(Br)ccc1F)C(C#N)=C(N)N2 (stereo not given)	-22	1	91	-1.5	-0.4	-5	7	10	7	6

Assay outcomes as filed in PubChem BioAssay.

This is a subset; count on the stated rates, not on these rows.
